Nrf2 inh: Nrf2 qHTS screen for inhibitors | A549 ARE-Fluc reporter, luciferase luminescence, 18-24 h | Potency, µM (series often up to 46 µM), for the others: top-dose activity change, negative = inhibition, usual class: inhibitors | actives 2.1% (n = 360,000) | AID 504444, 2011; further: on the % scale 0 is the no-effect control and ±100 the full control effect; nearly all actives have a fitted effect of over 60% in size
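Concentration-response testing used A549 ARE_Fluc cells at 5000 cells/well. Following an 18-24 h compound incubation, viability was read by fluorescence (Ex 405/Em 525) and luciferase output by luminescence.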
MCF10A rereplic: A quantitative high throughput screen for small molecules that induce DNA re-replication in MCF 10a normal breast cells; Potency, µM (series often up to 46.1 µM), inactives show at the highest dose activity, positive = re-replication, actives largely listed as activators; MCF 10A DNA re-replication, Hoechst nuclear intensity, 48 h; actives 2.9% (n = 350,000); AID 624296, 2012; further: % of control where 0% means no effect; nearly all actives have a fitted effect of over 50% in size
HepG2 viability: qHTS for Inhibitors of TGF-b: Cytotox Counterscreen; HepG2 CAGA-GFP viability, ATP luminescence, 18 h; Potency, µM (highest dose often 46.1 µM), inactives show top-dose activity change, negative = cytotoxicity, usual class: cytotoxic; actives 0.76% (n = 410,000); AID 588856, 2011; further: some results filed as inactive show a strong effect at the top dose
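CellTiter-Glo luminescence gave cytotoxicity after 18 hours at 37 degrees C. The cells were HepG2 CAGA-GFP in 1% FBS DMEM, stimulated with 500 pg/mL TGF-beta after compound addition. %Activity was normalised to no-cell wells (complete cell-killing) and DMSO (no toxicity), and curves were fitted and classified.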
ATXN viability: Viability Counterscreen for Primary qHTS for Inhibitors of ATXN expression; S2 cells (HEK-293 line with an ATXN2-luciferase reporter) viability, CellTiter-Fluor protease fluorescence, 24 h; Potency, µM (series often up to 56.7 µM), usual class: cytotoxic; actives 0.49% (n = 400,000); AID 651635, 2014; further: nearly all actives have a fitted effect of over 40% in size
Nrf2 ARE act: qHTS of Nrf2 Activators. AREc32 ARE-luciferase reporter (MCF7-derived line), luminescence, 24 h. Potency, µM (titrated, usually from 46.1 µM), without a hit: at the highest dose activation, usual class: activators. actives 0.31% (n = 410,000). AID 624171, 2012; further: % of control where 0% means no effect; nearly all actives have a fitted effect of over 65% in size
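ARE-driven firefly luciferase activity in AREc32 cells measured after a 24 hr compound exposure at 37 deg C, using Steady-Glo reagent and a 30 min room-temperature hold.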
ATXN2 expr inh: Primary qHTS for Inhibitors of ATXN expression. AID 1745845, 2022. Potency, µM (series often up to 57 µM), for inactives: top-dose activity change, negative = inhibition, actives largely listed as inhibitors. HEK-293 ATXN2-luciferase reporter, luminescence, 24 h. actives 0.72% (n = 360,000); further: on the % scale 0 is the no-effect control and ±100 the full control effect; nearly all actives have a fitted effect of over 55% in size
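qHTS (up to 57 uM final) was run with 24 h compound exposure of reporter cells at 37 °C. Each well was multiplexed: SteadyGlo luminescence measured ATXN2-luciferase expression after a fluorogenic Gly-Phe-AFC viability readout (25 uM final).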
TGFb SMAD3 inh: qHTS for Inhibitors of TGF-b | HepG2 CAGA-GFP TGF-b/SMAD3 reporter, GFP fluorescence, 18 h; TGF-beta stimulated, 500 pg/mL final | Potency, µM (titrated, usually from 46.1 µM), for the others: at the top dose activity, negative = inhibition, most hits filed as inhibitors | actives 1.2% (n = 410,000); further: on the % scale 0 is the no-effect control and ±100 the full control effect; nearly all actives have a fitted effect of over 65% in size
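First, reporter cells (HEPG2 CAGA-GFP) rested 2 h at 37 degrees C. Next, compounds were pinned in and TGF-beta added to 500 pg/mL final. After 18 h, GFP was imaged per cell and summed per well.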
A549 tox: Nrf2 qHTS screen for inhibitors: counterscreen for cytotoxicity | A549 ARE-Fluc cells, CellTiter-Fluor viability, 18-24 h | Potency, µM (highest dose often 46 µM), for inactives: top-dose activity change, negative = cytotoxicity, hits mostly inhibitors | actives 0.16% (n = 390,000); further: on the % scale 0 is the no-effect control and ±100 the full control effect
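A549 ARE-Fluc cells in 5% FBS OPTI-MEM, 5000 cells/well, rested 2 h then exposed to compounds in concentration-response for 18-24 h at 37 °C. Viability by CellTiter-Fluor fluorescence (Ex 405/Em 525) after 30 min; luciferase luminescence (BugLite, 15 min, RT) read afterwards.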
EPAC2 antagonist: qHTS for Antagonist of cAMP-regulated guanine nucleotide exchange factor 2 (EPAC2): primary screen; Rap guanine nucleotide exchange factor 4 (Homo sapiens), Q8WZA2; EPAC2 GEF exchange of Rap1B-BODIPY-GDP, fluorescence; Potency, µM (doses to about 114 µM), without a hit: at the top dose activity, negative = inhibition, most hits filed as inhibitors; actives 0.18% (n = 360,000); AID 720708, 2013; further: on the % scale 0 is the no-effect control and ±100 the full control effect; nearly all actives have a fitted effect of over 45% in size; many of its hits are not listed in these tables
Target sequence (Q8WZA2 whole entry, looked up): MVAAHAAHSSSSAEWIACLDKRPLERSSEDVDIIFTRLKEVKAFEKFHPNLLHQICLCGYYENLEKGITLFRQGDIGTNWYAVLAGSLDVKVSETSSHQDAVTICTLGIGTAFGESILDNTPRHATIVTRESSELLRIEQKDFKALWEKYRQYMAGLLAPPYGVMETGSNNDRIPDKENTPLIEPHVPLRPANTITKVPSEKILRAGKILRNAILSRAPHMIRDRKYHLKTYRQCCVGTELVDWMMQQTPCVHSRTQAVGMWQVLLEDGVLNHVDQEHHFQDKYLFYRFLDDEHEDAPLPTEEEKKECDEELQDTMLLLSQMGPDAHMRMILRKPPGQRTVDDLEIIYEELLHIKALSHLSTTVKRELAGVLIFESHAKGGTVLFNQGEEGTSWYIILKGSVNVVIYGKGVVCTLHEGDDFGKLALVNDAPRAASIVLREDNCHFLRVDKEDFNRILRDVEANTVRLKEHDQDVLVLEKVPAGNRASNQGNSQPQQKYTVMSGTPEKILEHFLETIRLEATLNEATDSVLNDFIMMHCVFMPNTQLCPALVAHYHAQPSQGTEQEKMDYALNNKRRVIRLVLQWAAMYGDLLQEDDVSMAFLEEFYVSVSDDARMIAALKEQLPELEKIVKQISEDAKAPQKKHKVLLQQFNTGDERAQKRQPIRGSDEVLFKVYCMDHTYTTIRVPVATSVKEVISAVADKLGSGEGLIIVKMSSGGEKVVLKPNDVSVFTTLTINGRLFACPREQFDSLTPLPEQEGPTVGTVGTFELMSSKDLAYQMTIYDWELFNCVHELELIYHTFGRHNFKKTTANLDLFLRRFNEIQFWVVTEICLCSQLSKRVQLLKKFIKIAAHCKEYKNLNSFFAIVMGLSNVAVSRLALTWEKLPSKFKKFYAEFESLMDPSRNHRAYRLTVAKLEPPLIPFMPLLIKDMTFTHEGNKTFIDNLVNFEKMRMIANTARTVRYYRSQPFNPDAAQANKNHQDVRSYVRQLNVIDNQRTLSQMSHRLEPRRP
Numbers without * were called inactive; i = inactive; ? = inconclusive; / = no result given; [ ] = dose if it differs, or a comment. The call rests on the fitted dose curve; in most records, active means well fitted curve in the direction sought with a large enough effect; inconclusive means small, poorly fitted or top-dose-only effect, or another doubt; inactive means no such curve, though single readings can be large; an effect the other way counts as inactive or inconclusive. Potency means the concentration at half of the fitted maximal effect.

SMILES	Nrf2 inh	MCF10A rereplic	HepG2 viability	ATXN viability	Nrf2 ARE act	ATXN2 expr inh	TGFb SMAD3 inh	A549 tox	EPAC2 antagonist
CCCCn1c(N)c(N(CCC(C)C)C(=O)c2ccc3ccccc3c2)c(=O)[nH]c1=O	14.4%	22.3%	-13.2%	i	0.0%	/	9.6%	-0.5%	1.6%
COc1cc(-c2c(C#N)c(N)nc3[nH]c(=S)[nH]c(=O)c23)ccc1O	14.4%	9.2%	-3.2%	?	-0.6%	/	-10.7%	-3.7%	-9.0%
Cc1ccc(S(=O)(=O)C2(C(=O)NCc3ccc4c(c3)OCO4)CC2)cc1	-37.1%	1.5%	-0.2%	i	-1.0%	-1.4%	2.1%	4.2%	4.4%
c1ccc(-c2cnc(-c3ccccc3)nn2)cc1	2.7%	?	-19.1%	i	2.82µM*	45.3%[activator]	5.6%	9.2%	6.7%
CC(O)c1c(-c2ccccc2)nn(C)c1Cl (stereo not drawn)	-4.6%	-41.2%[inhibitor]	-0.3%	i	0.2%	-6.9%	0.8%	-3.9%	-0.3%
COc1ccc(NC(=O)C2Cc3c(-c4cccc(NC(C)=O)c4)ccnc3O2)cc1 (stereo not drawn)	/	/	0.9%	?	-1.0%	-15.6%	3.3%	/	-4.6%
Nc1nc(NCc2ccccc2Cl)n(-c2ccccc2)n1	/	-0.1%	2.1%	i	0.3%	-8.9%	2.6%	-6.6%	6.6%
CCOC(=O)N/N=C/c1ccc(C)o1	-2.8%	0.3%	-4.0%	i	0.3%	3.4%	-0.5%	0.0%	4.9%
CCCCn1c(N)c(N(CCC(C)C)C(=O)c2ccc3c(c2)OCO3)c(=O)[nH]c1=O	5.2%	0.9%	-1.4%	i	-0.4%	2.4%	-1.5%	-5.4%	-5.9%
O=C(O)/C(=C\c1cccc(O)c1)c1ccc(S(=O)(=O)N2CCCC2)s1	7.4%	-2.0%	19.3%	i	0.2%	/	19.3%	-0.1%	14.1%
O=C(NCc1ccco1)c1ccc2c(c1)N(Cc1ccccc1)C(=O)CS2	23.1µM*	-5.8%	-41.3%	i	5.4%	-5.4%	-21.7%	-1.4%	-3.6%
COc1ccc2cc3cc(C(=O)N(C)C4CCCCC4)oc3nc2c1	?	8.1%	3.4%	?	1.8%	-29.9%	2.9%	-4.7%	-10.1%
O=C(Nc1ccccc1C(=O)N1CCCCC1)c1cccs1	1.9%	10.8%	1.1%	i	0.8%	3.9%	-3.0%	-1.1%	-5.2%
O=C(CNc1ccc(F)cc1)c1ccccc1	14.7%	?	-7.8%	i	2.9%	29.5%	-19.9%	-0.6%	-7.4%
Cc1ccc(SCCN2CCN(C)CC2)cc1	11.1%	22.5%	-8.8%	i	-0.5%	3.8%	-3.2%	4.7%	4.9%
CCCCNC(=O)CCn1nc(-c2ccccc2)c2ccccc2c1=O	-47.2%	5.6%	-15.3%	i	-0.9%	/	-14.0%	-2.7%	11.7%
CC12C=CC(=O)C=C1CCC1C2C(=O)C[C@@]2(C)C1CCC2(O)C(=O)CO (stereo partly drawn)	?	-1.5%	1.0%	i	-0.4%	4.9%	7.3%	-2.6%	1.3%
CC(C)C(=O)Nc1cccc(C(=O)NCc2ccc(S(N)(=O)=O)cc2)c1	1.0%	1.6%	-1.0%	i	0.0%	2.1%	10.9%	/	10.2%
O=C1C(C=NCCCN2CCCC2=O)=C(O)c2ccccc21	0.6%	-0.5%	-1.6%	i	2.9%	30.9%[activator]	2.9%	-7.9%	2.5%[57.1 µM]
CC(=O)N(C)C[C@@H]1Oc2ncc(C#Cc3ccc(F)cc3)cc2C(=O)N([C@@H](C)CO)C[C@H]1C	/	/	-3.4%	i	4.9%	-1.1%	-4.8%	/	6.0%
Cc1ccc(C)c(S(=O)(=O)NCC(=O)Nc2ccc3c(c2)OCO3)c1	-15.4%	-0.3%	-31.0%	i	-0.7%	-2.0%	-1.6%	-4.2%	1.0%
CN(CC(=O)NCc1cccnc1)S(=O)(=O)c1cc(Cl)ccc1Cl	7.3%	-0.2%	2.2%	i	-0.7%	0.3%	13.1%	0.2%	0.6%
CCN(CC)CCCNC(=S)N(CCO)Cc1cc2cc3c(cc2[nH]c1=O)OCO3	15.0%	3.2%	4.8%	i	-0.7%	-21.0%	26.1%	12.8%	0.1%
Cc1nc(-c2ccccn2)nc(SCC(=O)c2ccc(F)cc2)c1Cl	9.5%	-8.3%	-17.3%	?	3.1%	0.0%	-18.6%	5.5%	9.2%
COc1ccc(CSc2ncnc3sccc23)cc1F	6.8%	10.0%	-1.6%	/	25.6%	4.7%	0.0%	16.9%	10.4%
Cc1ccc(N2CC(C(=O)Nc3nnc(SCC(=O)Nc4nc(C)cs4)s3)CC2=O)cc1 (stereo not drawn)	8.1%	?	11.5%	?	0.0%	5.7%	9.3%	-1.0%	4.8%
CC(C)(C)n1nnnc1C(c1cccc(C#N)c1)N1CCC(Cc2ccccc2)CC1 (stereo not drawn)	-31.9%	1.9%	-15.2%	i	0.4%	-10.3%	2.0%	6.9%[1.84 µM]	-9.6%
Cn1nnnc1SCCCNCc1ccccc1OCc1ccc(F)cc1	-13.0%	/	-11.1%	i	0.6%	-22.7%	-5.6%	4.8%	/
Cc1cc(C(=O)N/N=C/c2cccc([N+](=O)[O-])c2O)n[nH]1	-3.4%	-0.8%	0.8%	?	0.4%	/	8.1%	0.8%	-3.3%[57.1 µM]
COC(=O)[C@H]1[C@H](C(=O)OC)[C@@H](C(=O)OC)N(c2ccc(OC)cc2)[C@@H]1C(=O)OC	-29.0%	?	0.0%	i	-0.4%	-1.1%	-2.4%	-2.4%	7.0%
O=C(NC1CCCC1)c1ccc(Cl)s1	1.6%	0.9%	-13.2%	i	0.1%	5.9%	-3.1%	0.5%	-6.2%
COc1ccc(N2CCN(C3CCCN(C(=O)CN4CCOC4=O)C3)CC2)cc1 (stereo not drawn)	3.5%	-3.8%	-4.7%	i	0.4%	-2.4%	-18.4%	-1.5%	-1.8%
Clc1ccc(OCCOCCOc2cccc3cccnc23)c(Br)c1	-26.9%	?	15.8µM*	i	4.2%	-12.5%	?	15.5%	3.2%
Cc1ccc(S(=O)(=O)c2nc(-c3ccc(F)cc3)oc2N2CCOCC2)cc1	-24.3%	?	-6.6%	i	0.3%	-18.6%	5.3%	-1.8%	-27.7%
CCn1c(SCC(=O)NNC(=O)Cc2ccccc2)nnc1-c1ccncc1	-2.8%	14.6%	2.6%	i	-0.5%	18.0%	-6.7%	-4.2%	0.7%
Cc1ccc(NC(=O)CNC(=O)OCc2ccccc2)cc1C	-3.1%	1.3%	-3.8%	i	-0.1%	1.1%	0.6%	2.9%	-10.0%
CCC1Nc2ncnc(N3CCOCC3)c2N(Cc2ccccc2)C1=O (stereo not drawn)	?	-0.8%	-1.9%	i	0.0%	1.3%	?	7.1%	2.1%
CCc1ccc(NC(=O)CSc2nc3n[nH]c(C)c3c(=N)n2-c2ccccc2C)cc1	/	/	15.8µM*	?	-1.3%	-27.7%	?	?	/
CC1CCN(c2c(NCC3CCC(C(=O)N4CCCC(C)C4)CC3)c(=O)c2=O)CC1 (stereo not drawn)	-2.5%	0.5%	-11.8%	?	0.1%	-3.4%	-10.3%	1.1%	0.4%
COc1ccc(NC(=O)c2nc(S(=O)(=O)Cc3ccc(C)cc3)ncc2Cl)cc1	?	/	8.91µM*	/	20.4%	/	/	?	/
COc1ccccc1CNC(=O)CC(NS(=O)(=O)c1ccc(C)cc1)c1ccco1 (stereo not drawn)	6.6%	14.4%	1.5%	i	4.6%	9.8%	1.9%	-7.1%	1.5%
Cc1ccc(NCC(O)Cn2cnc3c2c(=O)n(C)c(=O)n3C)cc1 (stereo not drawn)	-25.8%	2.6%	2.6%	i	2.2%	-11.8%	-10.2%	3.9%	-4.9%
CCc1nnc(NC(=O)CSc2nnc(C(C)NC(=O)c3ccccc3)n2C)s1 (stereo not drawn)	-14.8%	-5.0%	-12.9%	i	-0.3%	8.2%	11.2%	-21.8%	-1.1%
COc1ccc(S(=O)(=O)N2CCc3ccccc32)cc1C(=O)N1CCN(C=O)CC1	?	-0.9%	-13.6%	i	-0.7%	-0.3%	-1.5%	1.0%	2.2%
CC(=O)NC(=O)NC1CSCC1OC(C)=O (stereo not drawn)	12.0%	0.3%	1.6%	i	0.5%	2.2%	-4.0%	-15.5%	17.7%
CC(C)(C)NC(=O)NC(=O)COc1ccccn1	8.5%	3.0%	-1.8%	i	0.5%	-4.3%	-0.4%	?	14.9%
O=C(OC1CCOC1=O)c1ccccc1C(=O)c1ccc(Cl)c([N+](=O)[O-])c1 (stereo not drawn)	-16.5%	4.61µM*	-51.8%	i	?	8.9%	?	2.7%	-12.8%
COCc1cc(N2CCCCC2)nc(-c2ccccc2)n1	?	?	-14.3%	i	1.9%	-34.6%[11.3 µM]	?	-9.8%	-22.4%
O=C1SCCC1NS(=O)(=O)c1ccc([N+](=O)[O-])cc1 (stereo not drawn)	?	0.0%	1.4%	i	2.5%	-2.4%	12.0%	1.9%	2.9%

Not all compounds are listed (hit frequency here may not be typical).
